ABCB6 inh MLPCN = blocks the human ABCB6 transporter; Q9NP58; K562-ABCB6 porphyrin accumulation, flow cytometry, 1 h; active compounds read low; fluorescence ratio to DMSO, % at 10 µM; 0.19% of 360,000 active;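 active = fluorescence ratio to DMSO below 75%, the collection mean minus 3 SD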;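 note: signal is porphyrin accumulated inside mitochondria; 100% equals median channel fluorescence of DMSO control wells; lower ratio means ABCB6 inhibition with less porphyrin fluorescence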
HTR2A ag = agonists of mouse serotonin 5-HT2A receptor (HTR2A). P35363. CHO-K1 mHTR2A beta-arrestin complementation, luminescence; percent of 30 µM serotonin response. activation, % at 7.6 µM. 0.66% of 360,000 active. AID 624169;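 active = activation above a run cutoff, the mean activation of all tested compounds plus 3 SD, cut at about 14% in these data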;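 note: 0% = plate median of compound wells and 100% = 30 µM serotonin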
Cardio protect = myocardial damage modulation in H9c2 cells. 0.63% of 360,000 active. H9c2 cardiomyocytes, H2O2 injury protection, ATPLite, 2 h. protection from H2O2 cell death, % at 20 µM. AID 588492;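 active = compounds giving at least 50% protection of heart cells from peroxide-induced death in the single-dose screen, raw or plate-pattern-corrected value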;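 note: 0% = DMSO wells with peroxide and 100% = DMSO wells without peroxide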
CaV13 ICDI inh = Disruptors of the CACNA1D IQ motif to Ca2+-dependent inactivation inhibitor domain association, primary screening, Förster resonance energy transfer in intact living …; HEK cells, CFP/YFP FRET ICDI-IQ, plate reader, 10 min; percent FRET-ratio fall versus neutral wells; inhibition, % at 12.3 µM; 0.098% of 340,000 active; AID 743397;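 active = mean replicate inhibition of at least 30% and at least 1% of replicates passing that level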;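 note: 0% = median of the neutral control wells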
PDI inh = inhibitors of human protein disulfide isomerase. P07237. PDI insulin aggregation turbidity, A650, 90 min. inhibition, % at 10 µM. 0.052% of 350,000 active. AID 588391;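 active = mean inhibition across replicates of 30% or more, whatever share of single replicates reach that level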;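 note: absorbance from insulin aggregation driven by PDI reduction with DTT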
MC4R antag cAMP = antagonists of human melanocortin 4 receptor (MC4R); inhibition, % at 6.5 µM; MC4R-expressing cells, MTII-stimulated cAMP, LANCE TR-FRET; P32245; 0.48% of 360,000 active;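 active = inhibition above its plate's cutoff, the mean of tested wells on that plate plus 3 SD, cut at about 29% in these data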;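 note: 0% = Melanotan II alone and 100% = Melanotan II plus saturating MCL0020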
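Assay system: human MC4R-expressing U2OS cells; reagent: Melanotan II stimulation of cells; dosing: 6.5 µM single dose; timing: compound 30 min, challenge 1 h, detection 1 h; signal: TR-FRET cAMP assay; replicates: one well per compound, no replicates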
MC4R ag barr = human MC4R agonism via beta-arrestin | U2OS MC4R beta-arrestin complementation, luminescence; percent of melanotan II response, DMSO zero | activation, % at 8.9 µM | 0.98% of 360,000 active | AID 540308;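 active = activation above a per-plate cutoff, the mean activation of sample wells on that plate plus 3 SD, cut at about 8% in these data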
Granule exo inh = lytic granule exocytosis inhibition. 0.66% of 360,000 active. inhibition, % at 10 µM. TALL-104 LAMP-1 surface exposure, flow cytometry; cells stimulated with thapsigargin and PMA;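 active = inhibition above about 55%, limit read from the data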
ABHD5-PLIN5 inh = blocks binding of human ABHD5 to perilipin-5 | Split G. princeps luciferase complementation, luminescence, 4 h | AID 602281 | inhibition, % at 4 µM | 0.78% of 360,000 active;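 active = inhibition above the mean inhibition across every tested compound plus 3 SD, cut at about 22% in these data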;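 note: 0% = DMSO only wells and the 100% control is not disclosed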
Target sequence (Q00G26 whole entry, looked up): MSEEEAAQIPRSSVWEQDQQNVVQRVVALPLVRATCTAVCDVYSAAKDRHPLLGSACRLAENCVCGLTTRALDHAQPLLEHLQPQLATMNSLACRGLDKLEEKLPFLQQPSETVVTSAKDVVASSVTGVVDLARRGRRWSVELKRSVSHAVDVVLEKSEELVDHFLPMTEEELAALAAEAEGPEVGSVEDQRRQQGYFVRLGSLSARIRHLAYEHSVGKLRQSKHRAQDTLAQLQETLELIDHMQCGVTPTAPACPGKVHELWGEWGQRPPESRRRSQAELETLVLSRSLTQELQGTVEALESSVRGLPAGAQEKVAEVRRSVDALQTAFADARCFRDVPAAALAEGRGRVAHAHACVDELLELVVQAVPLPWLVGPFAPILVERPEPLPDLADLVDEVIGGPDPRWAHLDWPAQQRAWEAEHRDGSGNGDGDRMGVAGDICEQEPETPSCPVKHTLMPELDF
Target sequence (Q8WTS1 whole entry, looked up): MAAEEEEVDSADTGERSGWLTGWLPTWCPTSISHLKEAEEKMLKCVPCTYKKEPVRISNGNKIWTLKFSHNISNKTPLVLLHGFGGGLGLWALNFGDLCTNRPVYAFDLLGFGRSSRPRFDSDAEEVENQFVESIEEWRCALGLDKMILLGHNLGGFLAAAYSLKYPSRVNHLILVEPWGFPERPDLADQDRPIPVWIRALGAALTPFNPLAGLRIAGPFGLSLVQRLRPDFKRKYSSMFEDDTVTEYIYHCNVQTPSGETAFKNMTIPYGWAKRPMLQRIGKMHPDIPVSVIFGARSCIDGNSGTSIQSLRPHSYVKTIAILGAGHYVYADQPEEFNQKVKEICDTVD
Glyco luc inh = N-linked glycosylation inhibition; D54 ERlucT glycosylation luciferase reporter, 24 h; percent of 100 nM tunicamycin response; reporter increase, % at 12.5 µM; 0.23% of 360,000 active;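 active = mean luciferase reporter signal, scaled so untreated is 0 and the glycosylation-blocking control 100, at or above a set limit in every replicate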;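 note: luciferase carries N-glycosylation sites so blocking glycosylation raises the light; 0% = median of neutral control wells and 100% = median of 100 nM tunicamycin wells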
Active calls of the source: *; / = no result given; & = joins results of further samples.

Values run as follows: ABCB6 inh MLPCN	HTR2A ag	Cardio protect	CaV13 ICDI inh	PDI inh	MC4R antag cAMP	MC4R ag barr	Granule exo inh	ABHD5-PLIN5 inh	Glyco luc inh
(1) Cc1ccc(NC(=S)N(CCCN2CCOCC2)Cc2cccnc2)cc1C
→ 101	1	-3	11	10	8	-0.9	-8	3	2
(2) O=C1c2cccc3cccc(c23)C(=O)N1OS(=O)(=O)c1ccccc1
→ 101	1	-10	/	-52	0	2.5	-5	10	4
(3) CN(C(=O)Nc1ccccc1)C1CCS(=O)(=O)C1 (configuration not stated)
→ 97	-2	8	-3	0	-2	-0.4	0	1	-1
(4) Cc1cccc(NC(=O)c2ccc(S(=O)(=O)NCc3cccnc3)cc2)c1
→ 94	-2	5	-6	19	8	-0.6	6	2	0
(5) C[C@H](CCC(=O)O)[C@H]1CC[C@H]2[C@@H]3[C@H](O)C[C@@H]4C[C@H](O)CC[C@]4(C)[C@H]3C[C@H](O)[C@]12C
→ 100&103&102	8&0&6	9&8&1	-6&-5	-4&5	1&5&10	0.1&0.2&-0.7	-5&-4&-6	6&3&3	-1&0&1
(6) CCCCc1nc2cc(C(=O)N(C)CCc3cn[nH]c3)ccc2o1
→ 97	7	-2	-4	5	-2	-1.2	5	10	0
(7) CC(C)NC(=O)C1(C)CSCC(=O)N1CCCN1CCOCC1 (configuration not stated)
→ /	0	/	-7	/	/	/	-2	2	/
(8) COc1cc(/C=C/C(=O)Nc2ccc3[nH]c(=O)[nH]c3c2)cc(OC)c1OC
→ 93	0	38	-3	3	-8	-0.6	-1	0	3
(9) Cc1nc2ccccc2c(C)c1CC(=O)N(CC(C)C)c1c(N)n(Cc2ccccc2)c(=O)[nH]c1=O
→ 102	0	2	-5	-1	0	-4.0	3	-4	-1
(10) O=C(COC(=O)C1CCN(S(=O)(=O)c2cc([N+](=O)[O-])ccc2Cl)CC1)Nc1ncc(Cl)cc1Cl
→ 95	-2	-2	-5	0	-7	-0.8	1	2	1
(11) COc1ccccc1NC(=O)CCSc1nnnn1C
→ 94	2	7	/	-7	1	-1.7	0	4	1
(12) CCN1CCN(Cc2ccc(NC(=O)c3ccc(C)c(NC(=O)c4cccc5[nH]ccc45)c3)cc2C(F)(F)F)CC1
→ 100&96	-7&-9	3&1	-7&-5	-1&-5	1&-5	-2.0&-1.6	17&-3	4&3	-16&-9
(13) CC(=O)c1c(C)[nH]c(C(=O)COc2cc(C)cc(C)c2)c1C
→ 96	4	-8	-4	-2	4	4.0	-4	-13	-1
(14) COc1ccc(CCNC(=O)C2CCC(CNc3c(N4CCCC4)c(=O)c3=O)CC2)cc1OC (configuration not stated)
→ 96	4	15	/	10	0	-1.2	-5	-1	3
(15) CC(C)S(=O)(=O)c1csc(NC(=O)Nc2cccc([N+](=O)[O-])c2)c1Cl
→ 94	2	-7	2	7	2	-1.5	6	-4	-4
(16) CN(c1ccc(C(=O)Nc2ccc3c(c2)OCCO3)cc1)S(C)(=O)=O
→ 95	-2	-11	/	-5	0	1.2	2	1	-3
(17) CC(C)(C)C(=O)NNC(=O)COc1ccc2ccccc2c1Br
→ 97	-5	-2	-17	-7	3	1.6	0	-5	2
(18) Cc1c(NC(=O)C(C)OC(=O)CNC(=O)c2ccc(C(C)(C)C)cc2)c(=O)n(-c2ccccc2)n1C (configuration not stated)
→ 95	6	-3	-4	-14	1	-2.4	-3	2	0
(19) CCOc1ccc(C(Nc2ccc(C)cc2)P2(=O)OCCCO2)cc1 (configuration not stated)
→ 83	-6	-1	-5	-4	-2	-1.8	2	-13	1
(20) COc1ccc(NC(=O)Cn2c(=O)n(CCC(=O)NCC3CCCO3)c(=O)c3cc(OC)c(OC)cc32)cc1 (configuration not stated)
→ 96	1	9	-7	8	0	-0.4	-9	-18	2

Arranged by molecular weight (lowest first): part of the list above.
Values run as follows: ABCB6 inh MLPCN	HTR2A ag	Cardio protect	CaV13 ICDI inh	PDI inh	MC4R antag cAMP	MC4R ag barr	Granule exo inh	ABHD5-PLIN5 inh	Glyco luc inh
(11) COc1ccccc1NC(=O)CCSc1nnnn1C
→ 94	2	7	/	-7	1	-1.7	0	4	1
(13) CC(=O)c1c(C)[nH]c(C(=O)COc2cc(C)cc(C)c2)c1C
→ 96	4	-8	-4	-2	4	4.0	-4	-13	-1
(19) CCOc1ccc(C(Nc2ccc(C)cc2)P2(=O)OCCCO2)cc1 (configuration not stated)
→ 83	-6	-1	-5	-4	-2	-1.8	2	-13	1
(17) CC(C)(C)C(=O)NNC(=O)COc1ccc2ccccc2c1Br
→ 97	-5	-2	-17	-7	3	1.6	0	-5	2
(15) CC(C)S(=O)(=O)c1csc(NC(=O)Nc2cccc([N+](=O)[O-])c2)c1Cl
→ 94	2	-7	2	7	2	-1.5	6	-4	-4
(14) COc1ccc(CCNC(=O)C2CCC(CNc3c(N4CCCC4)c(=O)c3=O)CC2)cc1OC (configuration not stated)
→ 96	4	15	/	10	0	-1.2	-5	-1	3
(18) Cc1c(NC(=O)C(C)OC(=O)CNC(=O)c2ccc(C(C)(C)C)cc2)c(=O)n(-c2ccccc2)n1C (configuration not stated)
→ 95	6	-3	-4	-14	1	-2.4	-3	2	0
(20) COc1ccc(NC(=O)Cn2c(=O)n(CCC(=O)NCC3CCCO3)c(=O)c3cc(OC)c(OC)cc32)cc1 (configuration not stated)
→ 96	1	9	-7	8	0	-0.4	-9	-18	2
(10) O=C(COC(=O)C1CCN(S(=O)(=O)c2cc([N+](=O)[O-])ccc2Cl)CC1)Nc1ncc(Cl)cc1Cl
→ 95	-2	-2	-5	0	-7	-0.8	1	2	1

Continuation:
Values run as follows: ABCB6 inh MLPCN	HTR2A ag	Cardio protect	CaV13 ICDI inh	PDI inh	MC4R antag cAMP	MC4R ag barr	Granule exo inh	ABHD5-PLIN5 inh	Glyco luc inh
(21) Cc1noc(C)c1CSc1nnc2scc(-c3ccc(Cl)cc3)n12
→ 102	-2	-4	-6	10	13	-1.6	-4	4	1
(22) CCOc1ccc(OCC)c(NC(=O)C2COc3ccccc3O2)c1 (configuration not stated)
→ 101	-2	-17	-5	-1	0	-2.4	3	-6	-1
(23) Cc1ccc(N(C(=O)Cc2cccs2)C(C(=O)NC2CCCCC2)c2ccccn2)cc1C (configuration not stated)
→ 101	0	-13	-6	-3	5	2.3	5	1	-4
(24) C=CCn1c(Cc2csc(N)n2)nnc1SCc1ccc(C(=O)OC)cc1
→ 93	0	0	-10	-4	6	-0.9	1	-1	-1
(25) C#CCOCCOCCOCCNc1nc(N2CCOCC2)nc(N2CCN(C(=O)[C@H](CCC(=O)O)n3cc(C(N)Cc4ccc(O)cc4)nn3)CC2)n1 (some centres not stated)
→ 97	3	1	/	7	4	-1.3	-4	3	1
(26) CSc1nccc(NC(=O)c2ccc(C(C)(C)C)cc2)n1
→ 91	2	-21	-12	-2	19	5.6	8	-1	-3
(27) Cn1nc(-c2ccc(C(=O)NCC3CCCO3)cc2)c2ccccc2c1=O (configuration not stated)
→ 87	2	-4	/	1	3	0.4	5	-1	4
(28) Cc1ccc(C(=O)NCCCN2CCOCC2)cc1Cl
→ 101	-3	1	-7	-5	-2	0.1	-6	2	1
(29) COc1ccc(C2CC(c3cccs3)=NN2C(=O)CCCC(=O)O)cc1OC (configuration not stated)
→ 99	13	13	-9	-1	2	-1.2	-6	7	1
(30) FC(F)(F)c1nnc(Nc2ccc(Cl)cc2)s1
→ 97	-2	-8	-4	-2	11	1.5	7	2	1
(31) COCCn1cnnc1SCC(=O)Nc1ccc(Br)cc1F
→ 92	3	-4	16	7	-7	-0.6	0	5	1
(32) COc1cccc(/C=N/Nc2ncnc3scc(-c4ccccc4)c23)c1OC
→ 99	2	60*	-8	8	22	0.5	9	-12	-1
(33) COc1ccc(NC(=O)CSc2nc3sc(C)cc3c(=O)n2C)c(OC)c1
→ 90	5	-15	-3	-12	10	0.8	-1	3	2
(34) O=C(Nc1cccc(C(F)(F)F)c1)c1ccc2sc([C@@H]3O[C@H](CO)[C@H](O)[C@H](O)[C@H]3O)nc2c1
→ 94	1	1	-2	-4	7	-1.0	16	-6	1
(35) Cc1cccc(COc2coc(CN3CCN(C(=O)c4ccco4)CC3)cc2=O)c1
→ 102	-2	-3	-6	0	2	-0.5	-2	1	0
(36) CC(C)(C)NC(=O)C(c1c[nH]c2ccccc12)N(C(=O)Cn1nnc(-c2ccc(Cl)cc2)n1)c1ccccc1F (configuration not stated)
→ 99	1	-10	-2	-3	15	-0.1	-2	-1	-6
(37) COc1ccc(Br)cc1C1SCCN1S(C)(=O)=O (configuration not stated)
→ 97	-2	-2	-2	11	-2	-1.1	-1	-2	-2
(38) COc1ccc(Cc2nn[nH]n2)cc1
→ 96	-3	4	-5	-5	16	-1.7	1	-2	1
(39) O=C(CSc1ccc([N+](=O)[O-])cn1)Nc1ccc(N2CCOCC2)c(Cl)c1
→ 89	1	-1	-5	-3	-2	-3.2	6	1	0
(40) O=C(O)CSc1nc2ccccc2n1C1CCCCC1
→ 94	5	-3	-2	4	5	-0.5	-1	2	3
(41) COc1cccc(CNc2nc3cc(-c4csc5ccccc45)sc3c(=O)n2C)c1
→ 100	3	-4	-4	-3	12	6.5	1	-10	-3
(42) CCc1cc(C(=O)Nc2cc(S(=O)(=O)N(CC)CC)ccc2N2CCOCC2)sc1C
→ 102	-4	5	-2	3	10	-2.0	0	-3	1
(43) COc1cc(OC)c(OC)cc1CN1CCCC(C(=O)c2ccc3c(c2)OCO3)C1 (configuration not stated)
→ 95	4	2	-4	-45	2	-1.9	0	-9	-1
(44) C[C@H](NC(=O)/C=C/[C@H]1O[C@@H](n2ccc(=O)[nH]c2=O)[C@H](O)[C@@H]1O)C(=O)O
→ 98	-4	7	-6	/	/	/	-2	-1	1
(45) S=C1CC2CCCC(C2)N1 (configuration not stated)
→ 94	1	9	-5	-2	-1	-0.5	1	8	0

Assay outcomes from PubChem BioAssay.

Not a hit list. Share with any hit: about 4.2%.
